VEEV TC-83 Vero – inhibitors of VEEV TC-83 cytopathic effect, confirmation, Vero cells (AID 588727); Vero cells, VEEV TC-83 cytopathic effect inhibition; higher % means a stronger effect; one-dose inhibition, % at 20 µM; IC50 in µM for titrated hits; 350,000 compounds, 0.13% hits; in the data active = a potency from the dose series; inconclusive = inhibition mostly from about 14% at the one dose, without a potency; inactive = the rest, 99 in 100 with inhibition below about 12%; note: strong numbers were not always called active
tuberculosis growth – growth inhibition of non-replicating M. tuberculosis (AID 488890); inhibition, % at 25 µM, or IC50 in µM where a hit was titrated; Mycobacterium tuberculosis non-replicating, growth inhibition; higher % means a stronger effect; 320,000 compounds, 0.39% hits; in the data active = a potency from the dose series; inconclusive = inhibition mostly from about 82% at the one dose, without a potency; inactive = the rest, 99 in 100 with inhibition below about 76%;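 note: plate controls were DMSO cells for no effect and high antibiotic wells for full effect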
influenza NS1A – NS1A inhibition, H1N1 influenza, cell based functional assay (AID 504329) | NS1A functional cell-based assay, percent inhibition; higher % means a stronger effect | one-dose inhibition, % at 12.5 µM; IC50 in µM for titrated hits | 340,000 compounds, 0.3% hits; in the data active = a potency from the dose series; inconclusive = inhibition above about 27% without an active follow-up result; note: strong numbers were not always called active
H37Rv inhibition – M. tuberculosis growth inhibition, HTS (AID 449762). 330,000 compounds, 0.59% hits. one-dose inhibition, % at 25 µM; IC50 in µM for titrated hits. M. tuberculosis H37Rv growth inhibition, 7H9 media; higher % means a stronger effect; in the data active = a potency from the dose series; inconclusive = inhibition above about 70% without an active follow-up result;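 note: bacterial growth assessed after seven days of incubation; strong numbers were not always called active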
Salmonella PhoP GFP – PhoP regulon inhibitors, Salmonella typhi PhoP promoter GFP reporter, confirmatory (AID 1850). Salmonella Typhi PhoP-promoter GFP reporter, fluorescence, 4 h; higher % means a stronger effect. inhibition, % at 50 µM; hits with a dose series show IC50 in µM. 310,000 compounds, 0.33% hits; in the data active = a potency from the dose series; inconclusive = inhibition mostly from about 25% at the one dose, without a potency; inactive = the rest, 99 in 100 with inhibition below about 19%;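 note: 0% = induced wells with vehicle and 100% = uninduced wells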
VEEV TC-83 Vero 10K pilot screen – also measured in VEEV TC-83 Vero; calls as there; inhibition, %; measured here: 10K pilot screen inhibition
Starred values were filed as active, the others as inactive; i = inactive; ? = inconclusive; · = not tested or not shown.

SMILES	VEEV TC-83 Vero	tuberculosis growth	influenza NS1A	H37Rv inhibition	Salmonella PhoP GFP	others
CCOc1ccccc1N(CC(=O)Nc1ccc(S(=O)(=O)N2CCOCC2)cc1)S(C)(=O)=O	4.7%	10%	2%	-4%	1%
CCN1C(=O)[C@H]2[C@@H](c3ccc(C)cc3)N3C(=O)N(c4ccc(C)cc4)C(=O)[C@@]3(Cc3ccc(Cl)cc3)[C@H]2C1=O	i	53%	-9%	37%	2%
CCOC(=O)c1ccc(NC(=O)C2(c3ccccc3)CCOCC2)cc1	4.9%	20%	5%	-5%	-3%
Clc1ncccc1-c1nnn(-c2ccccc2Br)n1	5.3%	-2%	-22%	8%	-3%
O=C(CSc1nnnn1-c1ccc(Cl)cc1)NC1CCS(=O)(=O)C1 (stereo not drawn)	2.2%	3%	-6%	-6%	·
O=C(Cc1ccc(F)cc1)Oc1ccc(C(=S)N2CCCC2)cc1	0.8%	50%	20%	0%	-1%
CCCCc1cc(=O)oc2c(C)c(OCC(=O)NCCN3CCOCC3)ccc12	0.5%	-2%	0%	10%	-16%
Cc1ccc(S(=O)(=O)N/N=C/c2ccc(OCC(=O)NC(C)C)cc2)cc1	1.9%	10%	6%	0%	-1%
CC1CC(=O)Nc2ccccc2N1 (stereo not drawn)	1.7%	·	-12%	·	·
COc1ccc(/C=C/C(=O)NC(=S)NNC(=O)c2cc(OC)c(OC)c(OC)c2)cc1OC	9.2%	70%	·	-2%	7%
Oc1[nH]c(=S)sc1/C=C1\C(c2ccccc2)=Nc2ccccc21	12%	21%	-2%	-1%	5%
CCOC(=O)c1sc2cc([N+](=O)[O-])cc(SCCO)c2c1N	4.3%	4%	1%	1%	-5%
CCSc1nc2sc3c(c2c(=O)n1C1CCCCC1)CCN(C)C3	i	·	6%	·	·
CC(C)N1CCN(Cc2cccs2)CC1CCO (stereo not drawn)	1.0%	·	-5%	·	·
COc1ccc(C(C)C)cc1S(=O)(=O)NC1CCCC1	i	18%	-26%	1%	3%
Cc1cc(C)c(C)c(S(=O)(=O)N2CCN(CC(=O)Nc3sccc3C#N)CC2)c1C	0.6%	-1%	3%	0%	-5%
CCc1cccc(CC)c1NC(=O)Cn1c(-c2ccccc2Cl)nc2ccccc21	0.8%	-23%	1%	15%	1%
CC1(C)Oc2ccc(C(=O)Nc3ccccc3)cc2N(CC#N)C1=O	1.7%	3%	-9%	-4%	-1%
O=C(CNc1ccccc1)N/N=C/c1c[nH]c2ccccc12	1.0%	15%	4%	0%	-5%
COc1ccccc1NCC(=O)N/N=C(\C)c1cccs1	1.1%	-14%	10%	0%	-4%	VEEV TC-83 Vero 10K pilot screen=1.3

3 compounds drawn at random from the list so far:
SMILES	VEEV TC-83 Vero	tuberculosis growth	influenza NS1A	H37Rv inhibition	Salmonella PhoP GFP	others
CCN1C(=O)[C@H]2[C@@H](c3ccc(C)cc3)N3C(=O)N(c4ccc(C)cc4)C(=O)[C@@]3(Cc3ccc(Cl)cc3)[C@H]2C1=O	i	53%	-9%	37%	2%
Cc1cc(C)c(C)c(S(=O)(=O)N2CCN(CC(=O)Nc3sccc3C#N)CC2)c1C	0.6%	-1%	3%	0%	-5%
O=C(CSc1nnnn1-c1ccc(Cl)cc1)NC1CCS(=O)(=O)C1 (stereo not drawn)	2.2%	3%	-6%	-6%	·

Other compounds:
SMILES	VEEV TC-83 Vero	tuberculosis growth	influenza NS1A	H37Rv inhibition	Salmonella PhoP GFP	others
CCCCC#Cc1ccccc1CC(=O)Nc1ccccc1	0.3%	41%	6%	3%	6%
FC(F)(F)Oc1ccc(NC(=S)Nc2ccccc2N2CCOCC2)cc1	3.8%	?	-13%	3%	1%
Cn1c(SCC(=O)Nc2ccc(N3CCOCC3)c(Cl)c2)nnc1-c1ccccc1	·	57%	·	66%	-4%
CCCCC(CC(O)COCCC)C(=O)NN (stereo not drawn)	i	76%	-7%	10%	-7%
CN1CCN(C(=O)C2=C[C@@H](C3CCCCC3)C[C@@H](OCc3ccc(CO)cc3)O2)CC1	0.2%	2%	-4%	-3%	5%
CCN1C(=O)c2cccc3c(S(=O)(=O)N4CCCC4C(=O)O)ccc1c23 (stereo not drawn)	0.5%	-7%	-4%	-3%	3%
COc1ccc(CCNC(=S)c2ccccc2)cc1OC	0.2%	3%	-14%	-4%	-8%
Nc1c(Cl)c(Cl)nc(C(=O)OCC(=O)NC2CCCCC2)c1Cl	1.6%	5%	-3%	-19%	-3%
CN1CCN(C(=O)c2ccc(Cl)c(S(=O)(=O)N3CCCCC3)c2)CC1	i	-6%	-17%	-5%	2%
Cc1c(C(=O)N2CCOCC2)sc(NC(=O)CCl)c1C#N	24%	17%	1%	-4%	-1%
COc1ccc(/C=N/NC(=O)c2cc(-c3cccn3C)n[nH]2)cc1OC	10%	62%	-4%	-3%	-2%
COc1ccc([N+](=O)[O-])cc1NC(=O)CCC(=O)c1cccs1	0.2%	1%	0%	-3%	-5%
CC(=NNC(=S)N1CCN(c2ccccn2)CC1)c1nccs1	>25µM*	·	3.4µM*	·	·
Cc1cccc(NC(=O)CCCN2C(=S)NC(C)(C)CC2C)c1C (stereo not drawn)	0.0%	8%	-2%	0%	-11%
COCCOc1ccc(C(F)(F)F)cc1NC(=O)COC(=O)c1cc[n+]([O-])cc1	1.1%	-1%	-11%	12%	-3%
COc1cccc(NC(=O)CN(C)C(=O)c2ccc(Cl)c(S(=O)(=O)N3CCCCCC3)c2)c1	9.8%	·	13%	·	·
Cc1ccc(-c2cc([C@H]3[C@H]4C=CC[C@@H](C)[C@@H]4C(=O)N3Cc3ccccc3)ccc2F)cc1	1.7%	20%	8%	3%	9%
CCOC(=O)c1cc(C)sc1/N=C/C1C(=O)CCCC1=O	i	-3%	-1%	-8%	3%
Cc1ccc(/C=N/N2CCN(c3ccncc3S(=O)(=O)N3CCCCC3)CC2)cc1	4.1%	2%	8%	0%	9%
Cc1ccc(-n2nc(-c3ccc(OC(F)(F)F)cc3)cc2N)cc1C	2.9%	38%	·	-1%	-1%
O=[N+]([O-])c1ccc(-c2csc(NN=C3CCCC3)n2)cc1	3.4%	9%	7%	96%	-5%
COc1ccc(CNC(=O)CN2C(=O)COc3ccc(S(=O)(=O)NC4CCCC4)cc32)cc1	i	25%	-7%	-1%	-7%
c1ccc2c(c1)c1ccccc1n2CN1CCOCC1	3.6%	-11%	-22%	3%	8%
COc1ccc(CN2C(CC(=O)Nc3cccnc3)c3ccc(C(F)(F)F)cc3S2(=O)=O)cc1 (stereo not drawn)	i	·	-15%	·	·
O=c1sc2ccccc2n1Cc1ccccc1	1.4%	41%	-4%	-3%	-5%
Cc1cccc(NC(=O)NNC(=O)COc2ccc([N+](=O)[O-])cc2)c1C	1.5%	5%	-9%	-7%	-11%
CC(C)c1cccc(C(C)C)c1OCCCCCN1CCOCC1	i	14%	·	-2%	4%
CCOc1ccccc1NC(=O)N1CCCN(c2ncccc2C#N)CC1	i	-12%	-23%	3%	0%
Cc1nc(SCc2ccccc2)nc2c1CCC2	3.6%	-6%	0%	2%	10%
CC(C)(C)S(=O)(=O)c1cnc(N2CCCCC2)nc1N	0.0%	-13%	-1%	-6%	9%
O=C(N/N=C/c1ccc(O)cc1)c1cncc(Br)c1	1.3%	·	6%	9%	4%
CCOC(=O)c1c(NC(=O)c2ccc(-n3cnnn3)cc2)sc2c1CCCC2	i	·	2%	·	·
OC(CCN1CCCCC1)(c1ccccc1)C1C[C@@H]2C=C[C@H]1C2 (stereo partly drawn)	0.5%	13%	0%	1%	-11%
CCCCC(=O)Nc1ccc(NC(=S)NC(=O)c2cccs2)cc1OC	3.7%	39%	-3%	6%	0%
Cc1[nH]c2ccccc2c1SCCN	1.8%	34%	8%	1%	4%
Cc1ccccc1N(C(=O)c1snc(C(N)=O)c1N)C(C(=O)NC1CCCCC1)c1ccc(O)cc1 (stereo not drawn)	?	2%	2%	12%	-5%
CCOC(=O)c1c(NC(=O)c2cccnc2)sc(C(C)=O)c1C	2.1%	5%	-5%	-5%	-4%
CCc1nn(CCCC(=O)NCc2ccco2)c(=O)c2cc3occc3n12	1.2%	-8%	-5%	7%	4%
CCCCc1ccc(S(=O)(=O)NCCc2ccncc2)cc1	i	53%	-8%	22%	8%
Cc1ccc(OCC(=O)N(C)CC(=O)Nc2ccc(Cl)c(C(F)(F)F)c2)c([N+](=O)[O-])n1	6.1%	27%	2%	0%	·

In the list so far, four have an NH in an aromatic ring:
SMILES	VEEV TC-83 Vero	tuberculosis growth	influenza NS1A	H37Rv inhibition	Salmonella PhoP GFP	others
Oc1[nH]c(=S)sc1/C=C1\C(c2ccccc2)=Nc2ccccc21	12%	21%	-2%	-1%	5%
O=C(CNc1ccccc1)N/N=C/c1c[nH]c2ccccc12	1.0%	15%	4%	0%	-5%
COc1ccc(/C=N/NC(=O)c2cc(-c3cccn3C)n[nH]2)cc1OC	10%	62%	-4%	-3%	-2%
Cc1[nH]c2ccccc2c1SCCN	1.8%	34%	8%	1%	4%

Continuation:
SMILES	VEEV TC-83 Vero	tuberculosis growth	influenza NS1A	H37Rv inhibition	Salmonella PhoP GFP	others
O=C(c1ccccc1CCc1ccccc1)N1CCCC1	i	·	-9%	0%	-3%
CC1(C)CC(=O)C2=C(C1)c1c(ccc3ccccc13)NC2c1cc([N+](=O)[O-])cc([N+](=O)[O-])c1O (stereo not drawn)	5.0%	-6%	17%	-4%	-18%
O=[N+]([O-])c1ccc2[nH]c3c(c2c1)CCCC3	0.1%	24%	-8%	1%	-9%	VEEV TC-83 Vero 10K pilot screen=22
COc1ccccc1NC(=S)NC1CCC(CC2CCC(NC(=S)Nc3ccccc3OC)CC2)CC1 (stereo not drawn)	2.7%	?	0%	-1%	6%
COc1cc(C2NC(=S)NC(C)=C2C(=O)Nc2ccc(C)cc2)ccc1O (stereo not drawn)	6.9%	-5%	6%	-4%	9%
CCC(CC)NC(=O)Nc1ccc(C)cc1	i	3%	-5%	-2%	-3%
CCCCCc1ccc(-c2cn(CCc3c[nH]c4ccccc34)nn2)cc1	i	4%	9%	0%	2%	VEEV TC-83 Vero 10K pilot screen=0.6
CCCn1c(=O)c(C#N)cn(C2CC2)c1=O	1.0%	-12%	0%	-3%	3%
CCOC(=O)c1cc(S(=O)(=O)NCc2ccc3c(c2)OCO3)cn1C	2.3%	-9%	4%	-11%	2%
NNC(=S)Nc1ccc(S(=O)(=O)N2CCCCC2)cc1	2.8%	21%	-18%	8%	-15%
C[C@]12CCC3C(CC[C@H]4C[C@@H](O)CC[C@]34C)C1C[C@@H](Br)[C@@H]2O (stereo partly drawn)	·	5%	·	3%	·
O=C1NC2(CCCCCC2)C(=O)N1Cc1ccc([N+](=O)[O-])cc1	0.3%	·	4%	11%	-23%
O=C(NCC1CCCO1)c1cc(NS(=O)(=O)c2cccs2)cc(NS(=O)(=O)c2cccs2)c1 (stereo not drawn)	0.2%	0%	-2%	-12%	1%
Cc1ccc(C(=O)c2ccccc2C(=O)OCC(=O)NCCc2ccccc2)cc1	2.7%	26%	-14%	-6%	-3%
O=C(O)/C=C(/c1ccccc1)C(F)(F)F	1.4%	·	6%	·	·
COc1cc(/C=N\NC(=O)c2nonc2N)c(OC)cc1Br	0.4%	-2%	5%	0%	-9%
COc1ccc([N+](=O)[O-])cc1NS(=O)(=O)Cc1ccccc1	0.5%	24%	-12%	10%	-2%
O=S1(=O)NC2c3ccccc3CC2O1 (stereo not drawn)	0.8%	40%	-7%	0%	-3%
O=C(CC12CC3CC(CC(C3)C1)C2)Nc1ccc2c(c1)COC2=O	5.0%	42%	1%	26%	2%
COc1ccc(CN2CCn3nc(C(=O)NC4CC4)cc3C2=O)cc1	0.7%	5%	2%	-7%	-2%
Cc1cccnc1NC(=O)CSc1nnc(CNC(=O)c2cccc([N+](=O)[O-])c2)n1C	7.7%	-10%	-7%	-3%	-6%
O=C(O)[C@@H]1Cc2c([nH]c3ccccc23)C2CCC(=O)N21 (stereo partly drawn)	0.7%	1%	2%	5%	-2%
O=C(O)Cn1c(SCCOc2ccccc2)nc2ccccc21	2.6%	3%	5%	-6%	-11%
CC1C/C(=N\NC(N)=S)c2cc(Cl)ccc2S1 (stereo not drawn)	0.2%	?	·	2%	3%
Cc1cccc(-n2ncc3c(=O)[nH]c(SCC(=O)NCCC4=CCCCC4)nc32)c1	2.7%	-3%	-6%	-4%	·
Cc1ccc(CN2C(=O)CCC2C(=O)NCc2ccc(F)cc2)cc1 (stereo not drawn)	1.0%	-5%	5%	0%	2%
O=c1c2cccnc2[nH]c(=S)n1Cc1ccccc1	i	1%	6%	-4%	-3%
CCc1cc2c(cc3c(=O)n(CC(=O)NCCCN4CCCCCC4)nc(CC)n32)s1	0.6%	71%	-13%	7%	7%

Screening data (PubChem BioAssay)
